# mHtt clearance – compounds clearing mutant huntingtin protein; HeLa Exon1htt(103Q)mCFP, aggregate imaging; zero = plate's median compound well; inhibition, % at 1.5 µM; actives 0.42% (n = 47,000);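 active means inhibition of aggregate fluorescence above about 70%, also judged a hit by eye on the cell image, limit read from the data, passing the limit was not always enough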;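 further: cells exposed to compound for three days before fixation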
# mHtt clearance grain fraction – further read-out of mHtt clearance, marked with its call; fraction fluorescence in grains; measured here: aggregate grain fluorescence fraction; hits give low values;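 scaled fraction of total cell fluorescence in grains with unit not stated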
# * marks the source's active call; other numbers are inactive results. Only part of the results is shown; rates above refer to the full screens.
1. CCOC(=O)c1cnc(Nc2nc3ccccc3o2)nc1CSc1ncccn1
2. COC(=O)c1cc(C(=O)OC)cc(N2C(=O)CN=C2Nc2nc(C)cc(C)n2)c1
3. COCCCNC(=O)c1ccc(N(C)S(=O)(=O)c2ccc(OC)cc2)cc1
4. CCOC(=O)CNc1c(-c2ccc(OC)cc2)nc2ccc(Cl)cn12
5. O=C(CC(c1ccccc1)C1CCCCC1=O)c1ccco1 (centres undefined)
6. COc1ccc(OC)c(C2CC(=O)C(C)C(c3cc(OC)ccc3OC)N2)c1 (centres undefined)
Assay by compound	1	2	3	4	5	6
mHtt clearance	22.4	48.0	-22.9	4.6	50.3	8.6
mHtt clearance grain fraction	15.1	10.5	26.4	16.7	9.09	17

7. Cc1cc(C)cc(N=c2c([N+](=O)[O-])nn(-c3cccc(Cl)c3)n2O)c1
8. CCn1cc(Br)c(C(=O)Nc2ccc(OC)cc2)n1
9. CCC(=O)NC(c1ccccc1OC)c1ccc2cccnc2c1O (centres undefined)
10. Cc1nnc(SCc2ccc(Cl)cc2Cl)[nH]c1=O
11. O=C(N1CCCCC1)C12CC3CC(CC(C3)C1)C2
12. CCOC(=O)CSc1nnc(-c2ccccc2)c(=O)[nH]1
Assay by compound	7	8	9	10	11	12
mHtt clearance	1.3	-51.0	4.5	25.4	28.4	-35.7
mHtt clearance grain fraction	22.3	27.6	17	26.5	12.9	26.5

13. CC(=O)c1c(C)[nH]c(C(=O)COc2ccc(C#N)cc2)c1C
14. Cc1cccc(NC(=O)CSc2nnc(-c3ccc(S(=O)(=O)N4CCCC4)cc3)o2)c1
15. Cn1nnnc1SCC(=O)Nc1ccc(Oc2ccc(Cl)cc2)cc1
16. Cn1c2c(c(=O)n(C)c1=O)C(c1ccccc1OC(F)F)C1=C(CCCC1=O)N2 (centres undefined)
17. O=C(CCCOc1ccccc1)Nc1nccs1
18. O=C(CCn1cnc2ccccc2c1=O)Nc1ccc(S(=O)(=O)N2CCCC2)cc1
Assay by compound	13	14	15	16	17	18
mHtt clearance	-29.8	-3.2	-4.1	-65.6	36.7	-33.0
mHtt clearance grain fraction	52.2	41.8	20.9	50.9	23.5	27.1

19. CCOc1ccc2nc(NC(=O)CN3CCC(n4nnc5cc(F)ccc54)CC3)sc2c1
20. CC(C)C(=O)Nc1cccc(C(=O)NCc2ccc3c(c2)OCO3)c1
21. CCNc1nc(Oc2ccc(C(=O)OC)cc2)nc(N(C)C)n1
22. O=C(Nc1ccccc1)N1C2CCC1CC(O)(c1cccnc1)C2 (centres undefined)
23. Cc1cccc(C)c1-n1c(C)cc(/C=C2\NC(=O)NC2=O)c1C
24. O=C(O)C1CCCCC1C(=O)Nc1cnn(Cc2ccccc2)c1 (centres undefined)
Assay by compound	19	20	21	22	23	24
mHtt clearance	-2.1	9.7	-36.5	-60.5	15.8	-15.4
mHtt clearance grain fraction	40.4	15	60.3	60.4	16.3	39.5

25. O=C(COC(=O)C1(c2ccccc2)CC1)N1CCN(c2ccc(F)cc2)CC1
26. O=C(c1cc2c(=O)oc3ccccc3c2s1)N1CCOCC1
27. O=C(CC1OC(=O)c2ccccc21)NC1CCCCC1 (centres undefined)
28. O=C(c1ccccc1)N1CCCOC1c1ccccc1 (centres undefined)
29. COc1cccc(C2C(C(N)=O)=C(C)Nc3nc(CCCO)nn32)c1OC (centres undefined)
30. Cc1ccc(C2=NNC(=O)C(c3ccc(Cl)cc3)C2)cc1 (centres undefined)
Assay by compound	25	26	27	28	29	30
mHtt clearance	37.3	33.3	4.8	-8.4	-22.5	53.7
mHtt clearance grain fraction	23.9	21.9	36.5	42.8	39.5	14.7

31. CC[n+]1c(/C=C2\C=C(C)CC(C)C2)sc2ccccc21 (centres undefined)
32. O=S1(=O)CCC(NCC2CCCO2)C1 (centres undefined)
33. COc1cc(C)nc(Oc2ccc(OCCOc3ccc(C)cc3)nn2)n1
34. CCOC(=O)N1CCN(S(=O)(=O)c2cc(-c3nn4c(C)nnc4c4ccccc34)ccc2C)CC1
35. COc1ccc(-n2nc(C(=O)O)c3ccccc3c2=O)cc1
36. COc1cc2c(cc1OC)-c1cc(NC3CCCCCC3)nc(=O)n1CC2
Assay by compound	31	32	33	34	35	36
mHtt clearance	-1.0	-12.1	0.7	36.0	34.0	23.0
mHtt clearance grain fraction	33.8	22	40.2	26.9	14	16

37. CCCCOC(=O)Nc1ccc(S(=O)(=O)Nc2nc(C)cc(C)n2)cc1
38. Cc1[nH]nc(SCC(=O)N2CCCCC2)c1[N+](=O)[O-]
39. COc1ccc(N2CCN(C(=O)Cc3nn(C)c(=O)c4ccccc34)CC2)cc1
40. CCCc1cc(C(=O)Nc2cc(C)nn2-c2ccccc2)no1
41. CC1(C)Cc2noc(N)c2C(C)(C)N1OC(=O)c1scc2c1OCCO2
42. CCCC(=O)Nc1nc(-c2ccc3c(c2)CCN3S(C)(=O)=O)cs1
Assay by compound	37	38	39	40	41	42
mHtt clearance	-37.1	-8.5	-2.0	-6.8	-12.5	-23.0
mHtt clearance grain fraction	25.4	20.2	20.9	38.2	45.6	44

43. N#CC(C#SN)=C1CCCCC1
44. COC(=O)C(NC(C)=O)(Nc1nc2c(C)cc(C)cc2s1)C(F)(F)F (centres undefined)
45. OC(COc1c(Cl)cc(Cl)cc1Cl)CN1CCCCC1 (centres undefined)
46. O=C(O)C1CCCCC1C(=O)OCCCCOC(=O)C1CCCCC1C(=O)O (centres undefined)
47. Cc1cnc(NC(=O)CSc2ncn(-c3ccccc3)n2)s1
48. CCOC(=O)c1ccc(Cn2cnc3ccccc3c2=O)cc1
Assay by compound	43	44	45	46	47	48
mHtt clearance	14.5	-38.5	-9.4	3.0	61.1	1.2
mHtt clearance grain fraction	28.4	32.4	38.6	35.6	6.62	16.4

49. CC1(C)CC(=O)C2=C(C1)Nc1[nH]n(-c3ccccc3)c(=O)c1C2c1ccc2c(c1)OCO2 (centres undefined)
50. COc1cc(NS(=O)(=O)c2ccc(NC(=O)COc3ccccc3C)cc2)nc(OC)n1
51. O=C(Nc1ccc2oc(-c3cccnc3)nc2c1)c1ccco1
52. Cc1cc2cc(CNC(=O)CC(C)C)ccc2n1C
53. Cc1ccccc1C(=O)NC1CC(C)(C)NC(C)(C)C1
54. O=C(Nc1nc2ccccc2n1CCN1CCCCC1)c1ccco1
Assay by compound	49	50	51	52	53	54
mHtt clearance	17.7	44.0	-105.8	-24.1	-41.6	11.6
mHtt clearance grain fraction	15.2	11.5	79.6	45.6	43.5	18.4

55. O=C(Nc1ccccc1-c1nnn(CC(=O)N2CCCc3ccccc32)n1)c1ccco1
56. O=C(Cc1sc(-c2ccccc2)nc1-c1ccccc1)Nc1ccc(Cl)cc1
57. CSCC[C@H](NC(=O)OC(C)(C)C)c1nnc(SCc2cccc(F)c2)o1
58. Cc1c(-c2cccs2)[n+](=O)c2c(n1[O-])CCCCC2
59. CS(=O)(=O)N(CC(=O)NCCSCc1c(F)cccc1Cl)c1ccc2c(c1)OCO2
60. O=C(NC1CCCCCCC1)c1ccc(S(=O)(=O)N2CCCC2)cc1
Assay by compound	55	56	57	58	59	60
mHtt clearance	20.3	-0.9	-14.8	1.1	16.3	-25.3
mHtt clearance grain fraction	16.1	21.2	46.3	44.2	31.3	52.7

61. CN1CCN(CC(O)COc2ccc(OCC(O)CN3CCN(C)CC3)cc2)CC1 (centres undefined)
62. Cc1ccc(C(=O)NC(=S)Nc2ccccc2C(F)(F)F)cc1C
63. COCCSc1ccccc1C(=O)Nc1nnc(C)s1
64. CCOc1ccccc1Nc1nc2ccccc2[nH]1
65. CCOCCCNC(=O)C1CCN(S(=O)(=O)c2c(C)noc2/C=C\c2ccc(OC)cc2)CC1
66. COc1cccc(OCC(O)CN2C(C)CCCC2C)c1 (centres undefined)
Assay by compound	61	62	63	64	65	66
mHtt clearance	17.5	3.2	-25.1	-42.1	-5.7	9.0
mHtt clearance grain fraction	17.7	28.3	21.9	30.2	19.6	18.4

67. CN1CCN(CC#CCC(O)(c2ccccc2)C2CCCC2)CC1 (centres undefined)
68. COc1cc(OC)nc(NC(=O)C(C)C)n1
69. O=C(CSc1nc2ccsc2c(=O)n1NC(=O)c1ccccc1)NCc1ccco1
70. Cc1c(Nc2nc3ccccc3nc2N2CCN(c3ccccc3)CC2)c(=O)n(-c2ccccc2)n1C
71. COCCn1c(C)cc(C2=NNC(=Nc3ccc(F)cc3)SC2)c1C
72. CCOC(=O)C1=C(C)NC(=O)C(C(N)=O)C12CCCCC2 (centres undefined)
Assay by compound	67	68	69	70	71	72
mHtt clearance	-5.1	40.2	70.0*	-18.4	-22.4	-15.9
mHtt clearance grain fraction	19.5	21.4	11.1*	24.7	48.4	44.5

73. CCOC(=O)c1sc2nc(SCC#N)n(CCCN3CCCC3=O)c(=O)c2c1C
74. CCOC(=O)c1cc2ccc3ccccc3c2s1
75. C=CCOc1cccc(C2/C(=C(/O)c3ccc(F)cc3)C(=O)C(=O)N2CCN2CCOCC2)c1 (centres undefined)
76. CCCCc1ccc(-c2ccc(Br)cc2)nc1
77. O=C(Nc1nccs1)c1ccc(COc2ccccc2Br)o1
78. COC(=O)Cn1cnc2ccccc2c1=O
Assay by compound	73	74	75	76	77	78
mHtt clearance	-17.2	-37.5	-9.0	-118.8	-17.1	-44.5
mHtt clearance grain fraction	23.6	25.1	38.5	41.1	19.1	23.2

79. Cc1ccc2c(c1)N(CCC(=O)NC(C)C)C(=O)CO2
80. O=C(COc1nc2ccccc2nc1N1CCOCC1)N1CCc2ccccc21
81. NC(=O)c1ccc(C(F)(F)F)n(Cc2ccc(Cl)cc2)c1=O
82. CC(C)C1OC2c3cccc4cccc(c34)C2N1c1ccccc1 (centres undefined)
83. O=C(CCC(=O)OCC(=O)c1ccccc1)NC1CCCCC1
84. N#CC1=C(N)Oc2c(oc(CO)cc2=O)C1c1cccs1 (centres undefined)
Assay by compound	79	80	81	82	83	84
mHtt clearance	36.2	41.3	2.1	41.2	-53.7	-55.3
mHtt clearance grain fraction	11.9	11.5	32.7	11.5	25.1	57

85. OC(c1ccc2c(c1)OCO2)c1nccc2ccccc12 (centres undefined)
86. O=C(CCC1COc2ccccc2O1)N1CCCC1 (centres undefined)
87. O=C(O)CCCNCc1ccccc1F
88. CCOC(=O)c1c(C)[nH]c(C=Nc2ccc(OC)cc2)c1O
89. COc1ccc(/C=C2\C(=O)N(c3nc(-c4ccc(Br)cc4)cs3)N=C2c2ccccc2)cc1
90. CCOC(=O)Cc1nn(C)c(=O)c2ccccc12
Assay by compound	85	86	87	88	89	90
mHtt clearance	4.4	-72.1	-9.6	-105.2	-107.9	14.8
mHtt clearance grain fraction	35.2	31.4	36.7	41	41	18.8

91. CCc1cc2c(=O)n(-c3ccc(Br)cc3)cnc2s1
92. COc1ccc(Cn2nnnc2C(c2ccccc2Cl)N2CCC(C(N)=O)CC2)cc1 (centres undefined)
93. COc1ccc(NC(=O)CCN2CCCCCC2)cc1
94. CCOc1ccc(N2CC(C(=O)Nc3ccc(F)cc3F)CC2=O)cc1 (centres undefined)
95. CCOC(=O)c1nnn(-c2nonc2N)c1CN(C)C1CCCCC1
96. CCCC(=O)N1CCN(c2ccc(NC(=O)c3ccc(Br)o3)cc2)CC1
Assay by compound	91	92	93	94	95	96
mHtt clearance	24.8	-53.4	-9.0	21.2	36.3	-31.1
mHtt clearance grain fraction	17.6	61.2	20	14.8	25.9	24

97. Cc1cc(S(=O)(=O)NCCN2CCOCC2)c(C)s1
98. Fc1cc2ncn(Cc3ccccc3)c2cc1F
99. O=S(=O)(CCN(CCS(=O)(=O)C(F)(F)F)CC1CCCO1)C(F)(F)F (centres undefined)
100. Cc1ccc(NC(=O)c2nnn(-c3cc(C)cc(C)c3)c2N)cc1
101. CCCC(c1nnnn1C(C)(C)CC)N(Cc1ccco1)Cc1cc2ccc(OC)cc2[nH]c1=O (centres undefined)
102. CSCCOC(=O)C1=C(C)NC(=O)CC1c1ccccc1Cl (centres undefined)
103. CCCCC(=O)Nc1ccc2c(c1)nc(CCN1CCOCC1)n2C
104. Oc1ccc(CNc2ccccc2)c2cccnc12
Assay by compound	97	98	99	100	101	102	103	104
mHtt clearance	8.3	-46.7	50.0	12.0	17.0	-0.7	-62.1	14.7
mHtt clearance grain fraction	31.2	50	15	30.1	15.4	19.7	33.5	37

# Compound activity deposited in PubChem by Columbia University Molecular Screening Center.
